TbPYK inhibitor = inhibitors of Trypanosoma brucei pyruvate kinase. TbPYK enzyme, Kinase-Glo Plus ATP luminescence, 45 min. AID 624173. Potency, µM (series often up to 76.8 µM), for the others: at the highest dose activity, negative = inhibition, most hits filed as inhibitors. Q57TT1. hit rate 0.12% among 410,000; further: nearly all actives have a fitted effect of over 50% in size
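Screened from lowest to highest concentration, compounds were pinned into TbPYK/substrate mixtures, and ADP (130 uM final) was added. Plates sat at room temperature for 45 min prior to Kinase-Glo Plus detection by luminescence.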
LmPK inh = LmPK (Leishmania mexicana) enzyme inhibition | Q27686 | purified LmPK, Kinase-Glo ATP luminescence, 1 h | Potency, µM (series often up to 57.5 µM), without a hit: at the top dose activity change, negative = inhibition, most hits filed as inhibitors | hit rate 0.37% among 290,000
Target sequence (Q27686 whole entry, looked up): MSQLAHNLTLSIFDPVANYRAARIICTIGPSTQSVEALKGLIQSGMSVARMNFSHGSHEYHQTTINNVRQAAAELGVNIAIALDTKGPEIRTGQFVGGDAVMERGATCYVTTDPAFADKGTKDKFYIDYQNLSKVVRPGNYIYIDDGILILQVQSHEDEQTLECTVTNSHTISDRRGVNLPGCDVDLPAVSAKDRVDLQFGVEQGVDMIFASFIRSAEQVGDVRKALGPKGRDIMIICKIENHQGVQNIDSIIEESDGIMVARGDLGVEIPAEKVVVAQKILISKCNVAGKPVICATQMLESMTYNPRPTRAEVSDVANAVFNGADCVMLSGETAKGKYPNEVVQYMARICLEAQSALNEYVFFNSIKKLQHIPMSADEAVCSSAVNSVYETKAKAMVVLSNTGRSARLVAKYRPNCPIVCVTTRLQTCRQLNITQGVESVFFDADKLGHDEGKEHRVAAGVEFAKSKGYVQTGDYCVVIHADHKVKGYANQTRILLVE
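qHTS format; LmPK 0.1 nM; substrates PEP 0.5 mM and ADP 0.1 mM. One-hour room-temperature incubation, then coupled luciferase luminescence; 0.5 nM enzyme wells mark activation.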
HCV inh = HCV inhibition | Huh7.5.1 HCVcc-Cre infection, luciferase reporter, 44 h | Potency, µM (series often up to 41.8 µM), inactives show at the top dose activity change, negative = inhibition, actives largely listed as inhibitors | hit rate 3.4% among 340,000
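Luciferase read-out (15 sec integration) after a 15 min room-temperature substrate step quantifies HCVcc-Cre infection. Cells, 1,000 per well, had compound added 4 h post-plating, then virus at ~0.5 moi, and were cultured 44 h.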
Pf growth 96h = P. falciparum growth inhibition at 96 hours; P. falciparum luciferase reporter growth, 96 h; hit rate 6.9% among 320,000; Potency, µM (highest dose often 28.7 µM), without a hit: at the top dose activity change, negative = inhibition, actives largely listed as inhibitors
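Parasite growth measured via integrated firefly luciferase reporter in P. falciparum. Infected erythrocytes at 2% hematocrit, 0.05% parasitemia final were treated 96 hours at 37 C under 5% CO2, and luminescence was read.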
Pf growth 48h = P. falciparum growth inhibition at 48 hours (one generation); P. falciparum luciferase growth in erythrocytes, 48 h; Potency, µM (series often up to 28.7 µM), inactives show at the top dose activity change, negative = inhibition, usual class: inhibitors; hit rate 5.9% among 310,000; AID 504832
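Parasite viability was followed by luminescence of a genomically integrated firefly luciferase. Cultures held 0.1% parasitemia at 2% hematocrit (final), incubated under 5% CO2 at 37 C.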
Sm TGR block = S. mansoni TGR enzyme inhibition | Q962Y6 | purified TGR, DTNB reduction, TNB absorbance 405 nm | Potency, µM (top dose mostly 114 µM), without a hit: top-dose activity change, negative = inhibition, usual class: inhibitors | hit rate 3% among 360,000 | AID 485364; further: nearly all actives have a fitted effect of over 60% in size
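First, TGR (20 nM dispensed) and NADPH were mixed with compound. Second, a 15 min room-temperature incubation followed. Third, further NADPH and then DTNB were added to start the reaction. Finally, TNB absorbance was monitored kinetically.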
* hit, by the source's call; ? = inconclusive; . = not tested or not shown; & = joins results of further samples; [ ] = another dose, or the depositor's remark. The call rests on the fitted dose curve; in most records, active means well fitted curve in the direction sought with a large enough effect; inconclusive means small, poorly fitted or top-dose-only effect, or another doubt; inactive means no such curve, though single readings can be large; an effect the other way counts as inactive or inconclusive. On the % scale 0 is the no-effect control and ±100 the full control effect; potency means the concentration at half of the fitted maximal effect.

Values run as follows: TbPYK inhibitor | LmPK inh | HCV inh | Pf growth 96h | Pf growth 48h | Sm TGR block
- CCOC(=O)c1c(C)c(C(=O)NCc2ccc3c(c2)OCO3)c(C)n1CC
    0% | -4% | -16% | -2% | 9% | 0%
- O=C(NCc1ccco1)c1ccc(Cl)cc1[N+](=O)[O-]
    -7% | 4% | 24% | 27% | 7% | -10%
- O=C(COC(=O)Cn1cnc2ccccc2c1=O)Nc1ccccc1Sc1ccc(Cl)cc1
    0% | 1% | 11% | 12% | -1% | 6%
- Cc1ccnc(NC(=O)CNC(=O)c2ccc(Br)o2)c1
    -1% | . | -28% | 52%[activator] | 66%[activator] | 0%
- CCCCCCCCn1ccc(=N)cc1
    -8% | -2% | 0.89µM* | ? | 0.37µM* | 10%
- O=C(Nc1ccccc1)N(C1=NCCCCS1)c1cccc2ccccc12
    -12% | -10% | 5% | 45%[activator] | 34%[activator] | 9%
- CCOc1ccc(OCc2ccc(C(=O)Nc3cccc(C)n3)o2)cc1
    -11% | 3% | ? | . | -1% | -9%
- O=C(NCc1ccccc1)N1CCN(c2ccccc2)CC1
    1% | -1% | 8% | ? | 6% | 9%
- Cc1cc(Nc2c(C)n(C)n(-c3ccccc3)c2=O)n2c(nc3cc(F)c(F)cc32)c1C#N
    -16% | -3% | ? | 1% | 4% | 8.9µM*
- N/C(=N\OC(=O)CCC1CCCC1)c1cccnc1
    2% | -6% | 39%[activator] | ? | 38%[activator] | 4%
- Cc1cc(N2CCN(c3ccccc3)CC2)nc(NCc2ccccc2)n1
    9% | 1% | -3% | . | ? | 6%
- Cc1ccc(S(=O)(=O)N2CCCC(c3nnc4n3-c3ccccc3SC4)C2)cc1 (centres undefined)
    -7% | -2% | -30%&-15% | 13µM* | 0% | 0%
- COc1ccc(OC)c(C2NC(=O)NC(C)=C2C(=O)OC2CCCCC2)c1 (centres undefined)
    1% | 4% | -21% | ? | -3% | ?
- CCN(CC)S(=O)(=O)c1ccc(C(=O)OCC(=O)NCCN2C(=O)CSC2=O)cc1
    0% | -4% | 21% | 40%[activator] | 239%[activator] | 6%
- Cc1ccc(SCC(=O)OCC(=O)NCCc2ccccc2)cc1C
    2% | . | 22% | 4% | 9% | 17%
- O=C1NC2C(NC(=O)N2C2CCCCC2)N1C1CCCCC1 (centres undefined)
    -5% | 3% | ? | ? | -2% | -6%
- Cc1cc(Nc2cccc(F)c2)n2ncnc2n1
    -4% | 1% | 1% | -12% | 3% | -3%
- O=C(CN1C(=O)c2ccccc2S1(=O)=O)NCCSCc1cccc(Cl)c1
    1% | 4% | -2% | -17% | 16% | -2%
- CN(C)S(=O)(=O)c1ccc(N=Cc2c(C(F)(F)F)[nH][nH]c2=O)cc1
    -17% | 1% | -6% | -3% | 4% | 10%
- COc1cccc(/C=N/NC(=O)CN(C2=NS(=O)(=O)c3ccccc32)c2ccccc2)c1
    -1% | 1% | -1% | ? | 10% | -9%
- Cc1ncsc1C(=O)N1N=C2/C(=C/c3ccccc3)CCCC2C1c1ccccc1 (centres undefined)
    -1% | 3% | ? | ? | ? | 12%
- CC(=O)Nc1cc(C(=O)N2CCC3(CC2)OCCO3)ccc1Sc1ccc(F)cc1
    2% | 3% | 9% | 0% | -16% | 2%
- CCC1(C)NC(=O)N(CC(=O)Nc2sc3c(c2C(N)=O)CCC3)C1=O (centres undefined)
    -11% | 0% | 7% | -24% | -3% | ?
- COc1cccc(C(c2c(C)[nH]n(-c3ccccc3)c2=O)c2c(C)[nH]n(-c3ccccc3)c2=O)c1O
    2% | 1% | 0% | 4% | ? | ?
- CC(=O)N1CCCN(Cc2cn(-c3ccc(C)cc3)nc2-c2ccc(F)cc2)CC1
    2% | -1% | -8% | 6% | ? | -7%
- CC1CCN(C(c2ccc(N(C)C)cc2)c2nnnn2C(C)(C)C)CC1 (centres undefined)
    ? | -2% | -1% | 16% | 3% | 5.6µM*
- CCOC(=O)Oc1ccc(C(=O)OCCCN(C)C)cc1OC
    -4% | 4% | -5% | 45%[activator] | -9% | 10%
- COc1ccc(NC(=O)Cn2nc(C(F)(F)F)c3c2CCCC3)cc1OC
    -6%&1% | 4% | ? | -98% | ? | 7%&5%
- COc1ccc2c(c1)sc(N)[n+]2Cc1cc(C)cc2cccnc12
    0% | 4% | 8.9µM* | ? | 9.3µM* | -9%
- COc1ccc(/C=N/NC(=O)C(=O)NCc2cccnc2)cc1OC
    -3% | -1% | -7% | 84%[activator] | 0% | 0%
- CCN1CCN(Cc2nc3cc(NC(=O)COc4ccc([N+](=O)[O-])cc4)ccc3n2C)CC1
    -1% | 2% | -17% | ? | ? | 0%
- CC(=O)NC(C)C12CC3CC(CC(C(=O)O)(C3)C1)C2 (centres undefined)
    5% | 1% | 1% | ? | 18% | 0%
- C=C[C@@]1(C)CC(=O)[C@]2(O)[C@@]3(C)[C@@H](O)CCC(C)(C)[C@@H]3[C@H](O)[C@H](OC(C)=O)[C@@]2(C)O1
    1%&5% | . | -27% | -11% | 6% | .
- O=C(CN1C(=O)NC2(CCCCC2)C1=O)NNC(=O)C1CC1
    4% | . | 6% | -10% | ? | 5%
- CCc1ccccc1NC(=O)CC1S/C(=N\c2nccs2)N(CC)C1=O (centres undefined)
    -3% | -5% | -13% | 246%[activator][5.75 µM] | -15% | -20%
- CNC(=S)Nn1cnc2ccccc21
    -4% | 1% | 18% | 35%[activator] | 5% | 2%
- O=C(CN1C(=O)NC2(CCCCCC2)C1=O)Nc1ccc(Cl)cc1Cl
    1% | . | -11% | 47%[activator] | 30% | 1%
- Cc1ccc(-c2[nH]ncc2/C=C(\C#N)C(=O)NC2CCCCC2)cc1
    1% | -2% | ? | ? | ? | -2%
- c1ccc(-c2noc(COc3ccc4c(c3)OCO4)n2)cc1
    -11% | 4% | -18% | 1%[5.75 µM] | 196%[activator] | -17%
- COc1ccc(-c2csc(/C(C#N)=C/Nc3cc4oc5ccccc5c4cc3OC)n2)cc1
    0% | -2%[11.5 µM] | 17% | ? | -4% | 5%

One compound at a time, from the list above. Screens in order: TbPYK inhibitor | LmPK inh | HCV inh | Pf growth 96h | Pf growth 48h | Sm TGR block
Record of `Cc1ccc(-c2[nH]ncc2/C=C(\C#N)C(=O)NC2CCCCC2)cc1` → 1% | -2% | ? | ? | ? | -2%
Record of `c1ccc(-c2noc(COc3ccc4c(c3)OCO4)n2)cc1` → -11% | 4% | -18% | 1%[5.75 µM] | 196%[activator] | -17%
Record of `CCc1ccccc1NC(=O)CC1S/C(=N\c2nccs2)N(CC)C1=O` (centres undefined) → -3% | -5% | -13% | 246%[activator][5.75 µM] | -15% | -20%
Record of `C=C[C@@]1(C)CC(=O)[C@]2(O)[C@@]3(C)[C@@H](O)CCC(C)(C)[C@@H]3[C@H](O)[C@H](OC(C)=O)[C@@]2(C)O1` → 1%&5% | . | -27% | -11% | 6% | .

Going on with the list:
Values run as follows: TbPYK inhibitor | LmPK inh | HCV inh | Pf growth 96h | Pf growth 48h | Sm TGR block
- Cc1cc2cc(CNC(=S)Nc3ccc(OC(F)F)cc3)ccc2n1C
    -3% | 5% | -9% | -17% | ? | -25%
- CCc1cccc(CC)c1NC(=O)CCCSc1nc2ccccc2s1
    3% | 3% | -13% | ? | ? | -1%
- O=C(Nc1ccnn1C1CCN(Cc2ccc(CO)o2)CC1)c1ccc2c(c1)OCO2
    0% | -3% | -4% | 25% | 0% | -17%
- CS(=O)(=O)N1CCN(c2ccc(C(=O)N3CCOCC3)cc2[N+](=O)[O-])CC1
    1% | 0% | 19% | 30% | -1% | .
- COc1ccc(CC(=O)NNC(=O)COc2ccc3ccccc3c2)cc1
    -12% | -1% | -4% | 1.7µM* | 20% | -6%
- CC(Sc1nnc(-c2ccccc2F)n1C1CC1)C(=O)NC(N)=O (centres undefined)
    2% | -6% | 20% | 13% | 11% | -10%
- C=CCn1c(O)c(C(C)=NCCCO)c(=O)[nH]c1=O
    0% | -3% | 19% | 48%[activator] | 24% | 5%
- COc1cccc(N(CC(=O)NCc2cccnc2)S(C)(=O)=O)c1
    -2% | -2% | 10% | -8% | -5% | 5%
- C=CCN(CC=C)S(=O)(=O)c1ccc2nsnc2c1
    -6% | -2% | -3% | . | -4% | -17%
- CCCCCC(=O)N1CCCC1
    -5% | -3% | 10% | -6% | ? | -1%
- CCCc1nc(SCC(=O)N2CCN(c3ccccc3)CC2)c2c(=O)n(C)c(=O)n(C)c2n1
    -1% | 3% | ? | ? | 0% | -13%
- COc1ccc(-c2cc(=O)c3ccccc3s2)cc1
    -10% | -4% | ? | -2% | . | -2%[11.4 µM]
- COc1ccc(C=O)cc1CSc1ncccc1C(=O)O
    6% | 0% | -14% | 41%[activator] | 14% | 15%
- CCN(CC(=O)Nc1ccc(NC(C)=O)cc1)C(=O)CCN1C(=O)C2CC=CCC2C1=O (centres undefined)
    -4% | . | 1% | -1% | 23% | 2%
- CCN(C)Cc1c(C(=O)N2CCc3ccccc3C2)nc2ccc(Cl)cn12
    -7% | 8% | 4% | . | 0% | 35µM*
- CC1=C(C#N)C2(O)C(=O)c3ccccc3C2(O)N1 (centres undefined)
    -2% | 0% | 19% | 13% | 1% | -16%
- CC(C)C(=O)Nc1ccc(C(=O)NC2CCSC2=O)cc1 (centres undefined)
    -1% | 5% | 5% | 48%[activator] | 26% | -21%
- Cc1cc(N2C(=O)C(O)=C(C(=O)c3cc4ccccc4o3)C2c2cccs2)no1 (centres undefined)
    -6% | 1% | -16% | -8% | -8% | 56µM*
- Cc1cccc(-n2c(SCC(=O)NC3CCCC3)nnc2-c2ccoc2C)c1
    1% | -2% | -12% | 22% | 13µM* | -14%
- CC1CCN(C(=O)C(Cc2ccccc2)n2cccc2)CC1 (centres undefined)
    -6% | 1% | 6% | 52%[activator] | -6% | ?
- Cc1ccccc1N=C1NN=C(c2ccccc2F)CS1
    -11% | -8% | ? | 1% | ? | 2%
- CCOC(=O)/C(C#N)=C/c1ccc(N2CCCCC2)cc1
    1% | -3% | 6% | -17% | 20% | .
- CCOC(=O)c1c(NC(=O)CSc2nncs2)sc(C)c1-c1ccccc1
    -5% | 2% | ? | ? | -7% | 1%
- COc1ccc(-c2cc(=O)[nH]c(=O)[nH]2)cc1
    -8% | -4% | -2% | -28% | -2% | -12%
- Cc1cc(=O)c2ccc(Cl)cc2[nH]1
    -6% | 1% | 2%[8.37 µM] | ? | ? | -13%
- COc1cccc(CC(=O)Nc2nc3ccccc3[nH]2)c1
    6% | 3% | 0% | -3% | 36%[activator] | .
- CCOC(=O)N1CCN(C(=O)c2c[nH]c3ccc(S(=O)(=O)N(C)c4ccccc4C)cc3c2=O)CC1
    -9% | 6% | -4% | -14% | ? | -2%
- Cc1ccc(NC(=O)c2cc3cccc([N+](=O)[O-])c3[nH]2)cc1
    0% | -2% | ? | -65% | 12% | 28%
- COc1ccc(CCN(Cc2ccc(C(C)C)cc2)S(=O)(=O)c2ccc(S(=O)(=O)N(C)C)cc2)cc1OC
    -8% | 2% | 0% | ? | 2% | -8%
- COc1ccc(CNC(=O)CNC(c2ccccc2)c2ccccc2)cc1OC
    1% | -6% | 8% | ? | ? | -16%
- O=C(O)c1cc2cccc(S(=O)(=O)N3CCCCC3)c2cc1O
    -9% | 0% | 18% | 20% | 0% | 0%
- Cc1cccn2c(=O)c3cc(C(=O)NCC4CCCO4)c(=N)n(Cc4ccc(F)cc4)c3nc12 (centres undefined)
    3% | 11% | 5.6µM* | 9.3µM* | 9.3µM* | 3%
- CCn1c(SCC(=O)Nc2ccc3c(c2)OCO3)nc2c1c(=O)n(C)c(=O)n2C
    -5% | 1% | 12% | ? | 12% | 7%
- CCc1ccc(NC(=O)C2CCN(C(=O)N3CCOc4ccccc43)CC2)cc1
    1% | 0% | ? | 7% | ? | -12%
- COc1ccc(Br)c(C(=O)OCC(=O)NC2CCCCCC2)c1
    -9% | . | 6% | ? | ? | -1%
- CCOC(=O)C1CCCN(S(=O)(=O)c2cc(C(=O)OC)n(C)c2)C1 (centres undefined)
    -3% | -4% | 6.3µM* | 36%[activator] | 4% | 0%

Source: PubChem BioAssay
